Assay outcomes deposited in PubChem by National Center for Advancing Translational Sciences (NCATS).
KB-3-1 cytotox = kills parental KB-3-1 adenocarcinoma cells. KB-3-1 viability, CellTiter-Glo ATP luminescence, 72 h. 1.4% of 400,000 active. AID 1347075. Potency, µM (highest dose often 46.1 µM), inactives show top-dose activity change, negative = cytotoxic, most hits filed as cytotoxic; also: potency is read from the fitted curve at half-maximal effect; % is scaled to controls: 0 for no effect and ±100 for the full control effect; nearly all actives have a fitted effect of over 60% in size
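Here the drug-naive KB-3-1 line serves as comparator for MDR sub-line selectivity; cells received compound titrations, 72 h at 37 °C, then CellTiter-Glo readout.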
IL1B secr inh = inflammasome signaling inhibition, IL-1 beta readout. THP-1 LPS/ATP IL-1B secretion, AlphaLISA, 16 h; active compounds read low. activity change, % at 57.5 µM. 4.7% of 360,000 active; in the data active = activity change below about -50%; inconclusive = mostly about -30% to -49%; also: % is scaled to controls: 0 for no effect and ±100 for the full control effect
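Secreted IL-1B measured by AlphaLISA bead assay after 16 h compound exposure of THP-1 cells; compounds (final up to 57.5 uM) added 1 h before LPS (250 ng/mL) and ATP (1.25 mM) stimulation; lower signal means less secretion.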
WRN inhibitor = blocks human WRN helicase. Q14191. WRN helicase unwinding, fluorescent forked duplex, kinetic. Potency, µM (top dose mostly 114 µM), for inactives: at the highest dose activity change, negative = inhibition, most hits filed as inhibitors. 0.46% of 360,000 active. AID 651768; also: potency is read from the fitted curve at half-maximal effect; % is scaled to controls: 0 for no effect and ±100 for the full control effect; nearly all actives have a fitted effect of over 55% in size
Target sequence (Q14191 whole entry, looked up): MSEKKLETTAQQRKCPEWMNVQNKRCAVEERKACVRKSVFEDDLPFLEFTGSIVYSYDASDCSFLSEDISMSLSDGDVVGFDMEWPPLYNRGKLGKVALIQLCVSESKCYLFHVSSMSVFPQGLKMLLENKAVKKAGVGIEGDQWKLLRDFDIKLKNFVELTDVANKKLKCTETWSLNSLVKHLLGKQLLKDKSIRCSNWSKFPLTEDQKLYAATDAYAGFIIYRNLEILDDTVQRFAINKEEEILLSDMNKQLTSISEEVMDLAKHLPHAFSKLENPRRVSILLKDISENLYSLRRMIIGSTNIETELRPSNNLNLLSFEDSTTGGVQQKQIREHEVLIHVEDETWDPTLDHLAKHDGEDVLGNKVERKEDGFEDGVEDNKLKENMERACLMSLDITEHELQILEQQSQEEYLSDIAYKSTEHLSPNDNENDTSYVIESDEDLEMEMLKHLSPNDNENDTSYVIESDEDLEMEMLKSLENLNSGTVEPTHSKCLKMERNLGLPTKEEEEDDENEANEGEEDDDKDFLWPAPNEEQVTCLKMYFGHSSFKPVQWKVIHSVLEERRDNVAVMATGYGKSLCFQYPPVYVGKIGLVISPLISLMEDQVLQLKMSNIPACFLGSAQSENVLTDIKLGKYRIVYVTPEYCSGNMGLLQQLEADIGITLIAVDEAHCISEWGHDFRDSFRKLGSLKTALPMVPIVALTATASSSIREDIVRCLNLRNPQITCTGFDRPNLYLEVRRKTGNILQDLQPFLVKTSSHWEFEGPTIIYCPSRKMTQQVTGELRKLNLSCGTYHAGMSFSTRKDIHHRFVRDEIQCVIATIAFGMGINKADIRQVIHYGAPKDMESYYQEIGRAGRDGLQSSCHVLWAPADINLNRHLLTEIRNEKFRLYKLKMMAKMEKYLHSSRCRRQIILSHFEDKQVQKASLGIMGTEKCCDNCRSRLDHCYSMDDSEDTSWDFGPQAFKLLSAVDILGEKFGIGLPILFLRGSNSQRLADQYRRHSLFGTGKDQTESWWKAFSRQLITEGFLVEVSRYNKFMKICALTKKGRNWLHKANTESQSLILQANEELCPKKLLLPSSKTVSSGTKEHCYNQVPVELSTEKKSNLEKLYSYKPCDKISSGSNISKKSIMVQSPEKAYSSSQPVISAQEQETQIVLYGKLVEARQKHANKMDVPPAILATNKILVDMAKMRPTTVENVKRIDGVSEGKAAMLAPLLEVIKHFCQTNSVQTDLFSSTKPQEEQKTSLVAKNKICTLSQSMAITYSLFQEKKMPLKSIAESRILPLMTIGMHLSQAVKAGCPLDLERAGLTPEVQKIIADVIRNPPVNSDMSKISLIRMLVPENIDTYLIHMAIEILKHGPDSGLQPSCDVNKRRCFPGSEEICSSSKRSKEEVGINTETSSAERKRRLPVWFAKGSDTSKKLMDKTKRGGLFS
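Kinetic red-fluorescence monitoring (525/598 nm) tracks WRN helicase activity after 100 nM fluorophore-quencher forked duplex and 2 mM ATP are added to 20 nM enzyme pretreated 15 min at room temperature with compound.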
HT1080 IDH1KD tx = kills HT-1080 cells with IDH1 knockdown. Potency, µM (titrated, usually from 46.1 µM), without a hit: at the highest dose activity, negative = toxicity, usual class: cytotoxic. AID 686971. HT-1080 IDH1 knockdown viability, ATP luminescence, 48 h. 2% of 360,000 active;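 also: potency is read from the fitted curve at half-maximal effect; 0% = DMSO wells and -100% = cell-free medium wells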
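IDH1KD HT-1080 cells, 750/well, RPMI + 5% FBS; compound pinned after 2 h settling; 48 h, 37 °C; CellTiter-Glo luminescence; % activity normalised to DMSO and no-cell wells; curves fitted, classed by r2 and efficacy.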
SW480 rerep = induces DNA re-replication in SW480 colon adenocarcinoma cells | SW480 DNA re-replication, Hoechst DNA content imaging, 48 h | Potency, µM (series often up to 46.1 µM), without a hit: at the highest dose re-replication activation, usual class: activators | 1.8% of 340,000 active; also: potency is read from the fitted curve at half-maximal effect; % of control where 0% means no effect; nearly all actives have a fitted effect of over 55% in size
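Image-based DNA-content assay: after two days of treatment, nuclei were labelled with the DNA dye Hoechst and imaged, and hits were compounds raising the count of nuclei showing high fluorescence intensity.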
KB-V1 cytotox = KB-V1 MDR subline cytotoxicity | KB-V1 MDR cells viability, CellTiter-Glo, 72 h | Potency, µM (series often up to 46.1 µM), for the others: at the top dose activity change, negative = cytotoxicity, usual class: cytotoxic | 3.4% of 400,000 active | AID 1347076; also: potency is read from the fitted curve at half-maximal effect; % is scaled to controls: 0 for no effect and ±100 for the full control effect; nearly all actives have a fitted effect of over 60% in size
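KB-V1 MDR subline cells in DMEM (phenol-red free, 10% FBS) exposed to compounds in qHTS concentration series for 72 h at 37 degrees C. Viability read by CellTiter-Glo luminescence; concentration-effect curves fitted after normalization and correction.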
HT1080NT lethal = kills 2HG-producing HT-1080-NT fibrosarcoma cells | HT-1080-NT fibrosarcoma viability, CellTiter-Glo ATP luminescence, 48 h | Potency, µM (doses to about 46.1 µM), for inactives: top-dose activity, negative = less viability, usual class: cytotoxic | 1.6% of 360,000 active | AID 686970;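 also: NT is the 2HG producing partner of a matched IDH1 knockdown line; potency is read from the fitted curve at half-maximal effect; 0% = DMSO-treated cells and -100% = media-only wells without cells; nearly all actives have a fitted effect of over 55% in size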
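A 48-hour cytotoxicity screen used HT-1080-NT cells plated 2 hours before compound delivery. ATP-based CellTiter-Glo luminescence measured viability, normalized to DMSO and no-cell controls.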
ATXN2 expr inh = inhibitors of ATXN2 expression | HEK-293 ATXN2-luciferase reporter, luminescence, 24 h | Potency, µM (series often up to 57 µM), for the others: at the top dose activity change, negative = inhibition, hits mostly inhibitors | 0.72% of 360,000 active | AID 1745845; also: potency is read from the fitted curve at half-maximal effect; % is scaled to controls: 0 for no effect and ±100 for the full control effect; nearly all actives have a fitted effect of over 55% in size
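qHTS (up to 57 uM final) was run with 24 h compound exposure of reporter cells at 37 °C. Each well was multiplexed: SteadyGlo luminescence measured ATXN2-luciferase expression after a fluorogenic Gly-Phe-AFC viability readout (25 uM final).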
MCF10A rereplic = induces DNA re-replication in MCF 10a normal breast cells | Potency, µM (top dose mostly 46.1 µM), without a hit: at the top dose activity, positive = re-replication, usual class: activators | 2.9% of 350,000 active | MCF 10A DNA re-replication, Hoechst nuclear intensity, 48 h; also: potency is read from the fitted curve at half-maximal effect; % of control where 0% means no effect; nearly all actives have a fitted effect of over 50% in size
Starred values were filed as active, the others as inactive; ? = inconclusive; · = not tested or not shown; & = joins results of further samples; [ ] = dose if it differs, or a comment. Unless noted, calls follow the shape of the dose curve; as a rule, active = well fitted curve in the direction sought with a large enough effect; inconclusive = small, poorly fitted or top-dose-only effect, or another doubt; inactive = no such curve, though single readings can be large; an effect the other way counts as inactive or inconclusive. No enrichment for hits; overall some 12% were active at least once.

item | molecule | KB-3-1 cytotox | IL1B secr inh | WRN inhibitor | HT1080 IDH1KD tx | SW480 rerep | KB-V1 cytotox | HT1080NT lethal | ATXN2 expr inh | MCF10A rereplic
1 | Cc1sc2ncn(-c3ccccc3)c(=O)c2c1C | -5% | -13 | 0% | 8% | -3% | -17% | 15% | · | -1%
2 | O=C(Cc1cccs1)Nc1nc2ccccc2s1 | -2% | -4 | -7% | -15% | -3% | -13% | -5% | 56%[activator] | ?
3 | CCOc1ccc2nc(SCC(=O)Nc3ccc4[nH]c(=O)[nH]c4c3)[nH]c2c1 | 1% | -12 | -7%[11.6 µM] | 0% | 5% | -5% | 0% | -4% | 1%
4 | Cc1ccc(C)c(NC(=S)/C(=C(\[O-])c2ccc(OC(F)F)cc2)[n+]2ccccc2)c1 | -3% | 32 | 6% | 2% | 4% | -2% | -1% | -3% | -28%
5 | COc1ccc(NC(=O)C2CCCCN2S(=O)(=O)c2ccc(F)cc2)c(OC)c1 (configuration not stated) | 14% | 5 | 1% | 7% | 0% | 5.8µM* | 14% | -21% | 7%
6 | CCOC(=O)NC(Nc1cc(C)ccn1)(C(F)(F)F)C(F)(F)F | -1% | 6 | -2% | 2% | 1% | ? | 4% | 5% | 6%
7 | CCOc1ccc(/C=C(/C#N)c2nnc(N3CCOCC3)n2-c2ccccc2)cc1OC | 16% | -13 | 4% | 13% | -2% | -20% | 4% | -7% | -7%
8 | COc1ccc(OC)c(Nc2nc(-c3cccc([N+](=O)[O-])c3)nc3ccccc23)c1 | 1% | 50 | 3% | 3% | -14% | 14% | 9% | · | 0%

Next section (4 carried over from the part before).
item | molecule | KB-3-1 cytotox | IL1B secr inh | WRN inhibitor | HT1080 IDH1KD tx | SW480 rerep | KB-V1 cytotox | HT1080NT lethal | ATXN2 expr inh | MCF10A rereplic
5 | COc1ccc(NC(=O)C2CCCCN2S(=O)(=O)c2ccc(F)cc2)c(OC)c1 (configuration not stated) | 14% | 5 | 1% | 7% | 0% | 5.8µM* | 14% | -21% | 7%
6 | CCOC(=O)NC(Nc1cc(C)ccn1)(C(F)(F)F)C(F)(F)F | -1% | 6 | -2% | 2% | 1% | ? | 4% | 5% | 6%
7 | CCOc1ccc(/C=C(/C#N)c2nnc(N3CCOCC3)n2-c2ccccc2)cc1OC | 16% | -13 | 4% | 13% | -2% | -20% | 4% | -7% | -7%
8 | COc1ccc(OC)c(Nc2nc(-c3cccc([N+](=O)[O-])c3)nc3ccccc23)c1 | 1% | 50 | 3% | 3% | -14% | 14% | 9% | · | 0%
9 | Cc1cc(C(F)F)nn1CC(=O)NC1CCCCCC1 | 0% | -12 | -1% | 16% | 3% | -9% | 24% | 0% | 6%
10 | CCOc1cc(C(=O)N2CCN=C2SC)cc(OCC)c1OCC | 14% | 28 | -5% | 6% | 0% | -4% | 6% | 5% | ?
11 | CCOC(=O)/C(=C\c1ccc(N2CCC(c3ccccc3)=N2)cc1)C(C)=O | · | ? | ? | 1% | 1.5µM* | · | 5% | 12% | 1.5µM*
12 | COc1ccc(CC(=O)OCC(=O)NC2CCCC(C)C2C)cc1OC (configuration not stated) | · | 0 | -10% | 11% | -2% | · | -6% | 6% | 6%
13 | COc1ccc(CCNS(=O)(=O)c2ccc(Cl)cc2)cc1OC | -1% | 0 | -3% | -15% | -8% | -12% | 0% | -7% | -6%
14 | Cc1cccc(NC(=O)c2cccc(C(=O)Nc3cccc(C)c3)c2)c1 | -17% | -16 | -4% | 2% | -3% | -7% | 2% | -13% | -1%
15 | CNC(=O)Cn1nc(C)c2ccccc2c1=O | 0% | -1 | 3% | -2% | -13% | -14% | 2% | 3% | -4%
16 | Cc1cc(C(=O)Nc2cccc([N+](=O)[O-])c2C)cs1 | 11% | -6 | -4% | -1% | -3% | 1% | 14% | -3% | 0%
17 | Cc1ccc(NC(=O)C2CCN(S(=O)(=O)c3cccs3)CC2)cc1 | -9%&2% | -26 | -5%[57.1 µM] | -19% | -24%[1.84 µM] | -25%&-27% | -7% | -5%&-19% | -15%
18 | Cc1cc(NS(=O)(=O)c2ccccc2)ccc1NS(=O)(=O)c1ccccc1 | 6% | 0 | 2% | -19% | 15% | -16% | -9% | -14% | 6%
19 | Cc1ccc(/C=N/NC(=O)c2ccco2)cc1 | 7% | -5 | -3% | -2% | -12% | 0% | -3% | -9% | -9%
20 | CC(C)(C)n1cnc2cc(NC(=O)c3ccccc3)ccc21 | 16% | -26 | -6% | 3% | 13% | -17% | -1% | 40%[activator] | ?
21 | CC(C)(C)Cc1nnc(NC(=O)c2ccc3c(c2)OCO3)s1 | -15% | -5 | ? | 5% | 2% | 9% | -3% | 38%[activator] | 4%
22 | Cc1cc(N2C(=O)c3ccccc3C2=O)n(C)n1 | 2% | 28 | 10% | 2% | -5% | 4% | 12% | -1% | -4%
23 | COc1cccc2cc(C(=O)NC3CC(C)(C)NC(C)(C)C3)c(=O)oc12 | 3% | -7 | 8% | 6% | -1% | 12% | 7% | -1% | -2%
24 | O=C(N=C1SC2CS(=O)(=O)CC2N1Cc1ccccc1)C1CC1 (configuration not stated) | 6% | 30 | -5% | 7% | · | -16% | 2% | · | ·
25 | Cn1c(SCC(=O)NCc2ccccc2)ncc(C(=O)Nc2ccccc2)c1=O | -20% | 19 | ? | -3% | -7% | 5% | -5% | 15% | ?
26 | Cc1cccc(Cn2ncc(Cl)c(Cl)c2=O)c1 | ? | -102* | -4% | 7.1µM* | 5.8µM* | 21µM* | 13µM* | ? | 13µM*
27 | COc1cc(C(c2c(C)n(C)n(-c3ccccc3)c2=O)c2c(C)n(C)n(-c3ccccc3)c2=O)cc(Br)c1O | 5% | -7 | 5% | 2% | -34% | 0% | 2% | -24% | -6%
28 | Cn1c(=O)c2c(ncn2CC(=O)OCC(=O)NNC(=O)c2ccc(Cl)cc2)n(C)c1=O | 1% | 13 | 6% | 3% | -5% | ? | 9% | -1% | 7%
29 | C=C(Cl)COc1ccc2c(CCC)cc(=O)oc2c1 | 4% | -12 | -14% | 1% | -2% | 3% | 3% | 22% | 0%
30 | Cn1c(=O)c2ccccc2n(CC(=O)Nc2ccc3c(c2)OCCO3)c1=O | -5% | 24 | -1% | -11% | -8% | ? | -10% | -16% | 1%
31 | CCCNC(=O)c1ccc2snnc2c1 | 8% | 14 | 1% | 12%[9.24 µM] | -6% | 6% | 15% | 5% | -2%
32 | CCN(CC)C(=O)CCCc1c[nH]c2ccccc12 | 0% | -8 | -3% | -8% | 0% | -5% | -1% | 26% | 2%
33 | Cc1cc(C)n(C(=O)c2ccc(S(=O)(=O)N3CCCC3)cc2)n1 | 12% | 18 | -19%[57.1 µM] | 17% | 9% | 3% | 15% | 2% | -10%
34 | O=C(CCc1ccccc1)NN1C(=O)C2C3C=CC(C3)C2C1=O (configuration not stated) | -8% | -1 | -2% | 9% | -5% | -3% | 17% | 0% | 5%
35 | O=C(O)c1c(-c2ccccc2)cnc2ccccc12 | 17% | 25 | -1% | 8% | · | 12% | 4% | · | ·
36 | COc1ccc(C(=O)NC(=S)NNC(=O)c2ccc(NC(=O)C(C)C)cc2)cc1 | ? | -4 | 1% | -15% | 14% | 2.6µM* | -10% | ? | ?
37 | CCn1c(N)c(C(=O)NCCOC)sc1=S | 19% | 14 | 8% | 13% | -5% | 3% | 19% | 14% | 4%
38 | CS(=O)(=O)c1cccc(C(=O)Nc2cccc(S(=O)(=O)N3CCCC3)c2)c1 | -14% | -1 | -6% | -15% | -63%[inhibitor] | -4% | -20% | -11% | 30%
39 | O=C(Nc1cccc(NC(=O)c2cccnc2Cl)c1)c1ccco1 | -8% | -20 | 13% | -1% | -43% | -11% | -5% | -10% | 6%
40 | COc1cc(CNn2c(C)n[nH]c2=S)cc(Cl)c1OCC(=O)NC(C)(C)C | 0% | 15 | 2% | -9% | 15% | 8% | -12% | 0% | 24%
41 | CCOC(=O)c1c(C)n(C)c2ccc(O)c(S(=O)(=O)c3ccccc3)c12 | -4% | -17 | -7% | -5% | -1% | ? | 1% | -1% | 1%
42 | CCOC(=O)N=Nc1c(O)n(CC(=O)OC)c2ccccc12 | 28% | 8 | -23%[57.1 µM] | 15% | 0% | -13% | 16% | 0%[11.3 µM] | 18%
43 | CC1CN(C(NC(=O)c2ccccc2)C(Cl)(Cl)Cl)CC(C)O1 (configuration not stated) | 1% | -2 | -7% | -1% | -5% | 7% | 1% | · | -1%
44 | CC(C)CC(=O)NC(=S)NNC(=O)c1ccc(NC(=O)C2CCCCC2)cc1 | ? | 12 | -19% | ? | 1% | ? | ? | ? | ?
45 | CCOC(=O)N1CCC(N2C(=O)c3ccccc3C2Nc2ccccc2)CC1 (configuration not stated) | -4% | 20 | -1% | 1% | 9% | -6% | 1% | -4% | 3%
46 | O=C(N/N=C/c1c(Cl)cccc1Cl)C(=O)NC1CC1 | 8% | -10 | 2% | 23% | -6% | 0% | 14% | -6% | 0%

Record cards, as listed above. Order of values: KB-3-1 cytotox, IL1B secr inh, WRN inhibitor, HT1080 IDH1KD tx, SW480 rerep, KB-V1 cytotox, HT1080NT lethal, ATXN2 expr inh, MCF10A rereplic
COc1ccc(CCNS(=O)(=O)c2ccc(Cl)cc2)cc1OC is listed as -1%, 0, -3%, -15%, -8%, -12%, 0%, -7%, -6%
CC(C)CC(=O)NC(=S)NNC(=O)c1ccc(NC(=O)C2CCCCC2)cc1 is listed as ?, 12, -19%, ?, 1%, ?, ?, ?, ?
